Screens (PubChem)
DUSP3 inh: inhibitors of human VHR1 phosphatase (DUSP3); P51452; recombinant VHR phosphatase, pNPP absorbance; inhibition, % at 13.3 µM; 0.52% of 290,000 active; in the data active means inhibition above about 50%; further: some compounds called inactive have numbers as strong as hits
Target sequence (P51452 whole entry, looked up): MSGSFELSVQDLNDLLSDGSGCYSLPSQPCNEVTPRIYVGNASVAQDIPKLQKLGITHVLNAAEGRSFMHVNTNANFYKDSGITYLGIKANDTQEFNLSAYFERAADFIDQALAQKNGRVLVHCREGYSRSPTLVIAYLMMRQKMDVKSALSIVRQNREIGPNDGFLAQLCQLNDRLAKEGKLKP
3CLpro inhibitor: SARS-CoV 3CLpro protease inhibition; recombinant SARS-CoV 3CLpro, quenched FRET peptide cleavage; inhibition, % at 6 µM; 0.14% of 290,000 active; AID 1706; in the data active means inhibition above about 12%
PfHsp40 yeast: rescue of PfHsp40-mediated yeast toxicity; growth rescue, % at 12.5 µM; S. cerevisiae expressing PfHsp40, growth rescue, ATP luminescence; 0.68% of 340,000 active; in the data active means growth rescue above about 28%, passing the limit was not always enough; inconclusive means no clear call, values can overlap the other calls;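 further: yeast W303a lacking pdr1 and pdr3 grown in galactose medium; growth measured after three days at 30 °C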
MazF activator: MazEF (E. coli) toxin RNase activation; 0.32% of 350,000 active; P0AE70; activation, % at 20 µM; FAM/BHQ RNA-DNA oligo cleavage fluorescence, 5 h; in the data active means activation above about 50%
Target sequence (P0AE70 whole entry, looked up): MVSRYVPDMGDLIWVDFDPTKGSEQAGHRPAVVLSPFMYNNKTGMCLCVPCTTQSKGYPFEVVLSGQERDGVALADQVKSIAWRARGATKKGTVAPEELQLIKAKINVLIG
PriA SSB inh: inhibitors of Klebsiella pneumoniae PriA binding to SSB C-terminal tail | AlphaScreen SSBct-PriA binding, biotinylated peptide | inhibition, % at 33 µM | 0.6% of 430,000 active | AID 1272365; in the data active means inhibition mostly above about 37%, no sharp cut-off; inactive means mostly below about 20%;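 further: plate controls were negative control peptide for no effect and reference peptide for full effect; strong numbers were not always called active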
Y pestis TopoI: inhibitors of Yersinia pestis topoisomerase I; Y. pestis Topo-I cleavage product accumulation, plate reader; activity, % at 10 µM; 0.064% of 360,000 active; AID 504884; in the data active means activity above about 50%, passing the limit was not always enough; inconclusive means no clear call, values can overlap the other calls; further: inactives centre near 2
Rv3671c inh: inhibitors of M. tuberculosis serine protease Rv3671c; P9WHR9; inhibition, % at 5.96 µM; 0.048% of 320,000 active; AID 2606; in the data active means inhibition above about 38%;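 further: extracellular domain of Rv3671c used as enzyme; 0% = enzyme with DMSO and 100% = no enzyme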
Target sequence (P9WHR9 whole entry, looked up, the tested form may be a part): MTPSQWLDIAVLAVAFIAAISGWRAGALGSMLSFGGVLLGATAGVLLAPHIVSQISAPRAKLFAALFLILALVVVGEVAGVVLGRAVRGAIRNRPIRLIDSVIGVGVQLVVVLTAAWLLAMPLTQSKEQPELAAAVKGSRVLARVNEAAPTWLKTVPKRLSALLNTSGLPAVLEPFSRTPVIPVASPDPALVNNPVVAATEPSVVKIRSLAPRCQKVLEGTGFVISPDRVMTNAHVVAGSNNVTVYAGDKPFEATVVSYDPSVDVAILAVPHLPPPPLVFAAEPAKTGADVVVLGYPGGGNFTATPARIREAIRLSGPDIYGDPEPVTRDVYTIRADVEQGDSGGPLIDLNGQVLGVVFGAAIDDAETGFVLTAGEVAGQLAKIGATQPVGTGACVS
Anthrax LF inh2: inhibitors of Bacillus anthracis lethal factor protease | 0.12% of 360,000 active | multiplex microsphere protease cleavage assay, LF | inhibition, % at 10 µM | AID 588501; in the data active means inhibition above about 30%; inconclusive means no clear call, values can overlap the other calls; further: plate controls were buffer without enzyme for full effect and enzyme alone for no effect
BH1578 lux ind: inducers of Vibrio cholerae quorum light production without autoinducers | V. cholerae BH1578 lux reporter, luminescence, 6 h | activation, % at 18.7 µM | 0.16% of 350,000 active; in the data active means activation mostly above about 9.7%, no sharp cut-off; inconclusive means no clear call, values can overlap the other calls; inactive means mostly below about 3.7%; further: not every result past the cut was called active; inactives centre near 0; reference of the scale not given here
TcdB inh: TcdB glycohydrolase inhibition; P18177; inhibition, % at 9.99 µM; TcdB glycohydrolase enzymatic assay, plate reader; 0.24% of 350,000 active; in the data active means inhibition above about 10%
An asterisk follows results filed as active; i = inactive; ? = inconclusive; . = no result given.

Abbreviations: A = DUSP3 inh; B = 3CLpro inhibitor; C = PfHsp40 yeast; D = MazF activator; E = PriA SSB inh; F = Y pestis TopoI; G = Rv3671c inh; H = Anthrax LF inh2; I = BH1578 lux ind; J = TcdB inh
1	Fc1ccc(CNc2ccc(CNc3ncn[nH]3)cc2)cc1
  A = -3 | B = -5 | C = 2.5 | D = 5 | E = 9 | F = -2 | G = . | H = -4 | I = -0.9 | J = .
2	CCNc1oc(-c2ccc(OC)cc2)nc1S(=O)(=O)c1ccc(Br)cc1
  A = 29 | B = 0 | C = -1.8 | D = -12 | E = -4 | F = 25 | G = 7 | H = -1 | I = i | J = .
3	O=C(NC(Cc1ccccc1)C(=O)O)/C(=C\c1ccc(Cl)cc1)NC(=O)c1ccccc1 (stereo unspecified)
  A = 8 | B = 8 | C = 0.2 | D = -7 | E = -10 | F = 8 | G = -2 | H = -6 | I = i | J = 1.1
4	COc1ccccc1NC(=O)C(C)OC(=O)CCCc1c[nH]c2ccccc12 (stereo unspecified)
  A = . | B = . | C = -2.2 | D = 0 | E = -3 | F = 15 | G = 5 | H = ? | I = i | J = -0.1
5	COc1ccc2ccccc2c1CNCCN1CCOCC1
  A = 8 | B = -3 | C = -0.7 | D = 1 | E = 1 | F = 8 | G = 0 | H = 5 | I = -0.1 | J = 2.0
6	NNC(=O)CNc1cccc(Cl)c1
  A = 16 | B = 5 | C = 0.1 | D = 8 | E = -6 | F = 1 | G = 0 | H = -2 | I = -0.3 | J = 0.0
7	COc1ccccc1NC(=O)Nc1nc(C(N)CC(C)C)cs1 (stereo unspecified)
  A = . | B = . | C = . | D = . | E = . | F = -5 | G = . | H = -10 | I = -0.5 | J = 1.6
8	O=C(CN1C(=O)NC(Cc2ccccc2)C1=O)Nc1ccc(F)c(Cl)c1 (stereo unspecified)
  A = . | B = . | C = -2.1 | D = 6 | E = 7 | F = 9 | G = 0 | H = -14 | I = -0.2 | J = 1.4
9	O=c1c2cc(Cl)ccc2oc2nc3n(c(=O)c12)CCCS3
  A = 10 | B = 4 | C = 7.1 | D = -9 | E = -3 | F = -6 | G = -5 | H = -6 | I = i | J = .
10	CCCc1nc(N2CCOCC2)c(C#N)c2c1CCCC2
  A = -2 | B = 3 | C = -1.4 | D = 4 | E = -44 | F = 24 | G = 0 | H = 1 | I = i | J = .

Reformatted: results already given
9	O=c1c2cc(Cl)ccc2oc2nc3n(c(=O)c12)CCCS3
  DUSP3 inh: 10
  3CLpro inhibitor: 4
  PfHsp40 yeast: 7.1
  MazF activator: -9
  PriA SSB inh: -3
  Y pestis TopoI: -6
  Rv3671c inh: -5
  Anthrax LF inh2: -6
  BH1578 lux ind: i
  TcdB inh: .
6	NNC(=O)CNc1cccc(Cl)c1
  DUSP3 inh: 16
  3CLpro inhibitor: 5
  PfHsp40 yeast: 0.1
  MazF activator: 8
  PriA SSB inh: -6
  Y pestis TopoI: 1
  Rv3671c inh: 0
  Anthrax LF inh2: -2
  BH1578 lux ind: -0.3
  TcdB inh: 0.0
7	COc1ccccc1NC(=O)Nc1nc(C(N)CC(C)C)cs1 (stereo unspecified)
  DUSP3 inh: .
  3CLpro inhibitor: .
  PfHsp40 yeast: .
  MazF activator: .
  PriA SSB inh: .
  Y pestis TopoI: -5
  Rv3671c inh: .
  Anthrax LF inh2: -10
  BH1578 lux ind: -0.5
  TcdB inh: 1.6
4	COc1ccccc1NC(=O)C(C)OC(=O)CCCc1c[nH]c2ccccc12 (stereo unspecified)
  DUSP3 inh: .
  3CLpro inhibitor: .
  PfHsp40 yeast: -2.2
  MazF activator: 0
  PriA SSB inh: -3
  Y pestis TopoI: 15
  Rv3671c inh: 5
  Anthrax LF inh2: ?
  BH1578 lux ind: i
  TcdB inh: -0.1

Additional entries:
Abbreviations: A = DUSP3 inh; B = 3CLpro inhibitor; C = PfHsp40 yeast; D = MazF activator; E = PriA SSB inh; F = Y pestis TopoI; G = Rv3671c inh; H = Anthrax LF inh2; I = BH1578 lux ind; J = TcdB inh
11	C/C=C/C(=O)N[C@@H]1c2ccccc2CC[C@@H]1OCc1ccccc1
  A = . | B = . | C = 0.8 | D = 0 | E = -4 | F = 5 | G = . | H = -9 | I = i | J = -0.4
12	CCC(Oc1ccccc1OC)C(=O)Nc1ccc2c(c1)n(C)c(=O)n2C (stereo unspecified)
  A = 15 | B = -1 | C = -1.8 | D = -4 | E = -6 | F = 3 | G = -1 | H = 11 | I = 0.7 | J = 1.5
13	Cc1c(CC(=O)N2CCN(C(=O)C3COc4ccccc4O3)CC2)c(=O)oc2c(C)c(O)ccc12 (stereo unspecified)
  A = -6 | B = -6 | C = 1.4 | D = 17 | E = 7 | F = 16 | G = -5 | H = -6 | I = i | J = 0.0
14	CC(C)Cc1cc(C(=O)Nc2cc(Cl)ccc2Cl)no1
  A = 2 | B = -7 | C = 0.8 | D = 1 | E = -13 | F = -8 | G = 5 | H = -13 | I = 1.6 | J = 8.3
15	COc1ccc(NC(=O)COC(=O)C2CC2)c(OC)c1
  A = . | B = . | C = 0.1 | D = 0 | E = -8 | F = -4 | G = 5 | H = . | I = i | J = 1.2
16	CCN(CC)CCCNC(=O)Cn1cnc2ccc(S(=O)(=O)N3CCC(C)CC3)cc2c1=O
  A = -6 | B = 3 | C = -1.2 | D = -15 | E = -14 | F = 14 | G = 2 | H = -8 | I = -0.5 | J = 0.0
17	Cc1nnc(SCC(=O)N2CCN(C(=O)c3ccco3)CC2)n1-c1ccccc1
  A = 22 | B = -2 | C = 0.8 | D = -4 | E = -20 | F = 11 | G = 2 | H = -10 | I = i | J = 1.4
18	O=C(Cc1ccc(F)cc1)Nc1cccc2cccnc12
  A = -8 | B = 2 | C = 1.0 | D = 8 | E = -11 | F = 8 | G = 7 | H = -3 | I = -0.3 | J = .
19	Cc1n[nH]c(=S)n1/N=C/c1ccc(-c2ccccc2[N+](=O)[O-])o1
  A = 13 | B = 7 | C = 0.0 | D = 12 | E = . | F = 4 | G = -3 | H = -1 | I = 0.0 | J = .
20	CCC1CCCCN1CCCNC(=O)C1CCCN(c2nn3c(=O)cc(C)nc3s2)C1 (stereo unspecified)
  A = 15 | B = 6 | C = 0.0 | D = -8 | E = 2 | F = -8 | G = -2 | H = 4 | I = i | J = 0.3
21	Cc1ccc(C(=O)N(CCN(C)C)CC2CCCN(Cc3ccccc3F)C2)cc1C (stereo unspecified)
  A = 18 | B = -1 | C = 0.8 | D = 1 | E = -35 | F = 12 | G = 3 | H = -1 | I = -1.6 | J = 0.0
22	Cc1ccc(C(=O)COC(=O)c2cccc(O)c2)s1
  A = . | B = . | C = 0.6 | D = 2 | E = -9 | F = 5 | G = . | H = 2 | I = i | J = 2.2
23	COc1cc(C(=O)Nc2nc3ccccc3[nH]2)ccc1OC(F)F
  A = 40 | B = 3 | C = 1.0 | D = 13 | E = -24 | F = -4 | G = -4 | H = -11 | I = i | J = 1.4
24	CCn1c(O)c(N=NC(=O)CNc2cccc(C)c2)c2ccccc21
  A = -7 | B = 0 | C = 1.6 | D = 8 | E = 11 | F = 13 | G = 4 | H = 0 | I = -0.5 | J = 1.2
25	COc1ccc(N2CCN(C(=O)CCS(=O)(=O)c3ccc(OC)cc3)CC2)cc1
  A = 7 | B = 3 | C = -1.0 | D = 3 | E = 7 | F = -1 | G = -8 | H = -1 | I = i | J = 2.4
26	CCOCCCn1c(=S)[nH]c2cc(C(=O)NCCN(CC)CC)ccc2c1=O
  A = 12 | B = 4 | C = -0.1 | D = 0 | E = -7 | F = -3 | G = -4 | H = -4 | I = -0.3 | J = .
27	CC(=O)Nc1cc2c(c(Cl)c1Cl)-c1ccccc1C2=O
  A = . | B = . | C = -0.3 | D = 24 | E = -16 | F = 0 | G = . | H = -2 | I = i | J = 1.2
28	O=C(c1ccccc1)N1CCN(CC(O)COC2CCCCC2)CC1 (stereo unspecified)
  A = 18 | B = 1 | C = 0.0 | D = -1 | E = -6 | F = 2 | G = -6 | H = -1 | I = i | J = .
29	CC1CCN(c2ncnc3c2cnn3-c2ccccc2)CC1
  A = 0 | B = 2 | C = -1.5 | D = 4 | E = -23 | F = 26 | G = 1 | H = -3 | I = -0.3 | J = 1.6
30	Cc1cc(OCC(=O)OC(C)C(=O)NC2CC2)c(C(C)C)cc1Cl (stereo unspecified)
  A = . | B = . | C = . | D = 3 | E = . | F = 18 | G = . | H = -3 | I = i | J = 0.8
31	CSc1nc(C)c(Oc2ccccc2)c(=O)n1C
  A = 9 | B = -2 | C = -0.8 | D = 1 | E = -15 | F = 9 | G = 4 | H = 4 | I = i | J = .
32	CC(C)(C)c1cc(Cl)c(O)c(NC(=S)NC(=O)c2cccnc2)c1
  A = 10 | B = 1 | C = 2.1 | D = 4 | E = -5 | F = -11 | G = -3 | H = 3 | I = i | J = 10*

Only part of the results is shown, so the mix of outcomes need not match the whole.
